NR2F2 inh: NR2F2 (human) inhibition, primary screen | P24468 | HEK293T NGFI-A luciferase reporter, luminescence | inhibition, % at 8.6 µM | actives 0.7% (n = 370,000) | AID 686940;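 active = inhibition above a per-plate cutoff, mean inhibition of test wells between control levels plus 3 SD, cut at about 38% in these data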;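 note: cells cotransfected with COUP-TFII expression vector driving the NGFI-A reporter; 0% = median of COUP-TF2 test wells and 100% = reporter-only cells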
NR5A2 inv ag: suppresses constitutive activity of human LRH-1 | O00482 | HEK293T StAR-luciferase reporter, LRH-1 transfected, 24 h | inhibition, % at 3.6 µM | actives 0.13% (n = 360,000);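 active = inhibition above the mean inhibition of all tested compounds plus 3 SD, cut at about 73% in these data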;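 note: 0% = DMSO wells and 100% = reporter-only cells lacking LRH-1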
TWEAK Fn14 block: blocks TWEAK-Fn14 interaction in a reporter cell assay | TWEAK-stimulated Fn14 reporter cells, luciferase luminescence, 8 h | inhibition, % at 10 µM | actives 2% (n = 360,000); in the data active = inhibition above about 50%
C8 TRAIL sens: caspase-8 TRAIL sensitization | NB7+C8 cells + TRAIL, ATPlite viability luminescence | inhibition (viability loss, TRAIL sensitization), % at 10 µM | actives 1% (n = 360,000);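 active = compounds causing at least 50% loss of cell viability in the single-dose screen, relative to plate controls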
KKLEB tox: counter-screen for CF NF-kB inhibitors: cytotoxicity; KKLEB CF airway cells viability, ATPlite luminescence, overnight; active compounds read low; cells stimulated with P. aeruginosa culture filtrate; activity change (cytotoxicity), % at 5 µM; actives 0.36% (n = 360,000); AID 602141;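 active = corrected activity change at or below -50% at 5 µM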
CF NFkB block: inhibitors of cystic fibrosis induced NF-kB; AID 588850; inhibition, % at 5 µM; KKLEB NF-kB-GFP reporter, PAF-induced, GFP fluorescence overnight; actives 0.86% (n = 360,000);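 active = at least 50% inhibition at 5 µM, scaled per plate between neutral and stimulator controls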;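 note: PAF is a Pseudomonas aeruginosa culture filtrate used as stimulus; plate controls were PAF-stimulated DMSO wells for no effect and unstimulated DMSO wells for full effect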
SRC2 inh: inhibits human steroid receptor coactivator 2; HEK293 GAL4-SRC2 luciferase reporter, luminescence; actives 0.17% (n = 370,000); inhibition, % at 9 µM; AID 651957;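 active = inhibition above the mean inhibition of all tested compounds plus 3 SD, set per campaign, cut at about 52% in these data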;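 note: 0% = DMSO treated cells and 100% = cells given Gossypol at 36 µM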
NCOA1 inh: inhibits human SRC1 coactivator | Q15788 | HEK293 GAL4-SRC1 luciferase reporter, luminescence | inhibition, % at 3.6 µM | actives 0.12% (n = 360,000);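 active = inhibition above the campaign mean plus 3 SD, with each screening campaign given its own cutoff, cut at about 60% in these data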;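 note: 0% = DMSO treated cells and 100% = gossypol at 36 µM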
Target sequence (Q15788 whole entry, looked up, the tested form may be a part): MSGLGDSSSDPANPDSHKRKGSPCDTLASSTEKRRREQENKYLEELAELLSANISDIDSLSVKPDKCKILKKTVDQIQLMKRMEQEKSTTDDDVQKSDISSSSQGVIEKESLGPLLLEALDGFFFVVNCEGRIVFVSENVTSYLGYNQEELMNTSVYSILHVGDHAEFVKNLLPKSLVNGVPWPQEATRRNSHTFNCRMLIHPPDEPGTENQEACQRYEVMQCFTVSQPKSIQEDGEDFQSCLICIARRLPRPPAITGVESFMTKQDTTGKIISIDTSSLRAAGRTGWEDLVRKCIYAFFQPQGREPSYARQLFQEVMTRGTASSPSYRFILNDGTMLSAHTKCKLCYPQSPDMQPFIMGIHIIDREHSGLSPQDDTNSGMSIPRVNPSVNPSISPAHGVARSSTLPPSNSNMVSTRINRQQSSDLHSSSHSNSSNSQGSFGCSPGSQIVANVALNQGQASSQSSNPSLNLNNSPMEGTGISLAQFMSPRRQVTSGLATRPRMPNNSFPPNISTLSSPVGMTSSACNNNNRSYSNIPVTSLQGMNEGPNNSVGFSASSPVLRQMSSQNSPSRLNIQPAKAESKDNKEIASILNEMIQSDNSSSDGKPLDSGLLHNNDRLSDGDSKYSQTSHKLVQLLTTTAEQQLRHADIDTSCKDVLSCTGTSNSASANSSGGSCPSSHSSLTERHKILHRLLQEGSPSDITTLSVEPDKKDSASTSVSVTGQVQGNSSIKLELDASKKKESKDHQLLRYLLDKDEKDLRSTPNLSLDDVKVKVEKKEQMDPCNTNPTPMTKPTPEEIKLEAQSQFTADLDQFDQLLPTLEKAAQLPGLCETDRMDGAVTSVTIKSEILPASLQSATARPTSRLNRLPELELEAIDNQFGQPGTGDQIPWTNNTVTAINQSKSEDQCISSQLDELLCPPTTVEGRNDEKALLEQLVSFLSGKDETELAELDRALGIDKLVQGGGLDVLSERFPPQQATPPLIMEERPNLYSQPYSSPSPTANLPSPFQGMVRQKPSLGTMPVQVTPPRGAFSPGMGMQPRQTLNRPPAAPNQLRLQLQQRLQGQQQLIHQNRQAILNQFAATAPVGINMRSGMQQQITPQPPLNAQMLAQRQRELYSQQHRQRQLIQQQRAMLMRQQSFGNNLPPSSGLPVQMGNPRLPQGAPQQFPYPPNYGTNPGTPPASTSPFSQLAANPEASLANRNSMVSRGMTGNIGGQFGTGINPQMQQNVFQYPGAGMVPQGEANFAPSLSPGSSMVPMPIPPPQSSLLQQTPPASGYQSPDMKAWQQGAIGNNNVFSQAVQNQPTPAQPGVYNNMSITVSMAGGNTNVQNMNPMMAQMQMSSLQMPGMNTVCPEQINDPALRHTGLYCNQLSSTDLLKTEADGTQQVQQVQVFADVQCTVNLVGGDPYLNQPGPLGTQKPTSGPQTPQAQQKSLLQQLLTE
SRC3 inh: inhibitors of human steroid receptor coactivator 3 (SRC3) | Q9Y6Q9 | HEK293 GAL4-SRC3 luciferase reporter, luminescence | inhibition, % at 3.6 µM | actives 0.17% (n = 360,000) | AID 588352;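 active = inhibition above a per-campaign cutoff, the mean of all compounds plus 3 SD, cut at about 60% in these data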;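 note: 0% = DMSO-treated cells and 100% = gossypol-treated cells at 36 µM; higher means less SRC3-driven luciferase light from the GAL4 reporter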
EBV LMP1 NFkB: reduces LMP1-driven NF-kappaB luciferase signal. LMP1-induced NF-kappaB luciferase reporter cells, luminescence. inhibition, % at 12.5 µM. actives 0.69% (n = 350,000); in the data active = inhibition above about 41%;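 note: 0% = neutral control wells and 100% = reference inhibitor control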
TROY signal inh: TROY signaling inhibition | Q293 LMP1-TROYcd NF-kB luciferase reporter, 4 h | inhibition, % at 10 µM | actives 0.98% (n = 360,000);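 active = compounds whose plate-normalised and pattern-corrected inhibition of the luciferase reporter signal at the single screening dose is 50% or more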
* marks the source's active call; other numbers are inactive results; / = not tested or not shown.

SMILES | NR2F2 inh | NR5A2 inv ag | TWEAK Fn14 block | C8 TRAIL sens | KKLEB tox | CF NFkB block | SRC2 inh | NCOA1 inh | SRC3 inh | EBV LMP1 NFkB | TROY signal inh
COC(=O)c1c(NC(=O)CSc2ccccc2N)sc(C)c1C | 8 | 14 | -11 | 2 | 4 | -3 | -6 | -5 | 0 | -4 | -9
Cc1cc(NC(=O)CN2CCN(C/C=C/c3ccccc3)CC2)c([N+](=O)[O-])cc1C | -4 | 0 | -17 | 9 | 7 | 1 | -5 | -6 | 2 | -13 | 3
CCCc1cc(C(=O)N2CCCC(Cc3cccc(Cl)c3)(C(=O)OCC)C2)n(C)n1 (stereo not drawn) | 2 | -39 | -26 | 11 | -14 | 17 | -24 | -9 | -44 | -3 | -16
CS(=O)(=O)c1ccc2c(c1)SC1=NC(=O)/C(=C/c3ccco3)C(=N)N12 | / | -29 | 24 | 11 | 7 | 8 | / | -25 | -26 | 1 | 32
CC1=NN(c2ccccc2)C(=O)C1(C)C | -13 | -10 | -1 | 19 | 0 | -19 | 6 | 9 | 4 | -11 | 2
Cc1ccc(-c2nnn(CC(=O)N(Cc3ccco3)C(C(=O)NC(C)(C)C)c3ccc(C)o3)n2)o1 (stereo not drawn) | 19 | 7 | 8 | 5 | 16 | -5 | -9 | -8 | 5 | -10 | 18
O=C(NC(Cc1ccccc1)C(=O)O)/C(=C/c1ccccc1)NC(=O)c1ccco1 (stereo not drawn) | -13 | 2 | 5 | -8 | -3 | 6 | 7 | -7 | -8 | 4 | -7
Cn1nnnc1SCCNS(=O)(=O)c1ccccc1 | -8 | 11 | 9 | -19 | 3 | -11 | 5 | -23 | 6 | 4 | 14
CCCCC1CCC(C(=O)N(CCCC)c2c(N)n(CCCC)c(=O)[nH]c2=O)CC1 (stereo not drawn) | 8 | -4 | -8 | 72* | -7 | 13 | -5 | -25 | 4 | 0 | -25
CC(Oc1ccccc1)c1ccn[nH]1 (stereo not drawn) | 12 | 3 | 7 | -8 | 11 | 3 | 3 | -2 | 10 | 1 | -4
CCOc1ccccc1C(=O)N(Cc1ccc(C)o1)C1CCS(=O)(=O)C1 (stereo not drawn) | 8 | -2 | -11 | -6 | 9 | -8 | 18 | -5 | 1 | -8 | 24
Cc1ccc(NC(=O)CN(C)C(=O)CCCN2C(=O)c3ccccc3C2=O)cc1 | -8 | 9 | 3 | -14 | -1 | -15 | -9 | -10 | -7 | 4 | 5
C[C@H]1CC[C@]2(O[C@H](CCO)C[C@H](O)[C@H]2O)O1 | 7 | -10 | 3 | -4 | 13 | -11 | -10 | 8 | -12 | -1 | -12
CCOC(=O)C1CCN(c2c(NCCCN3CCCCC3)c(=O)c2=O)CC1 | 11 | -7 | 8 | -3 | 6 | -6 | -12 | 0 | -5 | -3 | -12
CSc1ccc(CN2CCC2(C)C(=O)Nc2cccc(Oc3ccccc3)c2)cc1 (stereo not drawn) | -16 | -5 | -1 | 5 | -16 | -1 | -32 | -4 | -5 | / | 0

Of the compounds above, four have four or more nitrogen atoms:
SMILES | NR2F2 inh | NR5A2 inv ag | TWEAK Fn14 block | C8 TRAIL sens | KKLEB tox | CF NFkB block | SRC2 inh | NCOA1 inh | SRC3 inh | EBV LMP1 NFkB | TROY signal inh
Cc1cc(NC(=O)CN2CCN(C/C=C/c3ccccc3)CC2)c([N+](=O)[O-])cc1C | -4 | 0 | -17 | 9 | 7 | 1 | -5 | -6 | 2 | -13 | 3
Cc1ccc(-c2nnn(CC(=O)N(Cc3ccco3)C(C(=O)NC(C)(C)C)c3ccc(C)o3)n2)o1 (stereo not drawn) | 19 | 7 | 8 | 5 | 16 | -5 | -9 | -8 | 5 | -10 | 18
Cn1nnnc1SCCNS(=O)(=O)c1ccccc1 | -8 | 11 | 9 | -19 | 3 | -11 | 5 | -23 | 6 | 4 | 14
CCCCC1CCC(C(=O)N(CCCC)c2c(N)n(CCCC)c(=O)[nH]c2=O)CC1 (stereo not drawn) | 8 | -4 | -8 | 72* | -7 | 13 | -5 | -25 | 4 | 0 | -25

Other entries follow.
SMILES | NR2F2 inh | NR5A2 inv ag | TWEAK Fn14 block | C8 TRAIL sens | KKLEB tox | CF NFkB block | SRC2 inh | NCOA1 inh | SRC3 inh | EBV LMP1 NFkB | TROY signal inh
CCOC(=O)Nc1ccc(S(=O)(=O)N2CCC(c3nc4ccccc4[nH]3)CC2)cc1 | -2 | 21 | -30 | -5 | -3 | 2 | -10 | 12 | 0 | 4 | -2
CCCC1S/C(=N/N=C/c2ccc(OC)cc2)N(Cc2ccc(OC)cc2)C1=O (stereo not drawn) | 18 | -5 | 21 | 7 | 0 | 3 | -31 | -18 | 5 | -2 | 25
C=CCN1CC2(c3ccccc3)CN(CC=C)CC(c3ccccc3)(C1)C2=O | 10 | 3 | 6 | -6 | -2 | -3 | 0 | -2 | 12 | 5 | 3
CCCCC(=O)Nc1nnc(S(=O)(=O)N(CC)c2ccc(OC)cc2)s1 | 25 | -2 | 2 | 6 | 6 | 7 | -7 | 7 | 10 | -10 | -11
Cc1ccc(S(=O)(=O)Oc2ccc(/C=N/NC(=O)c3cccnc3)cc2)cc1 | -5 | 17 | -17 | -4 | 4 | -2 | 5 | -19 | -5 | -22 | -15
COc1ccccc1NC(=S)N(Cc1ccco1)Cc1cc2cc(C)c(C)cc2[nH]c1=O | -2 | 33 | 1 | -12 | 18 | -8 | 9 | 1 | 25 | 4 | 14
Cc1c(CCO)sc[n+]1CC(=O)OCCC12CC3CC(CC(C3)C1)C2 | 3 | 8 | -23 | -1 | -3 | -13 | 19 | -8 | 15 | -18 | 13
CC(=O)N1CSCC1C(=O)O (stereo not drawn) | 1 | -15 | -20 | -17 | -4 | 2 | -3 | 15 | 8 | 1 | -16
CC(=O)Nc1ccc(NC(=O)COC(=O)Cn2cnc3ccccc32)cc1 | -8 | 4 | -15 | -1 | -6 | -20 | 2 | -1 | -2 | 1 | 1
Cc1cc(C(=O)NC(C)c2ccccc2)c2cc(F)ccc2n1 (stereo not drawn) | 10 | 2 | -18 | -4 | 6 | 7 | 3 | -4 | -7 | 0 | -3
CCOC(=O)CSc1nnc(Cc2ccccc2)n1CC1CCCO1 (stereo not drawn) | -13 | 9 | -21 | -10 | 4 | 8 | -5 | -13 | 7 | -22 | 6
Cc1nnsc1C(=O)NNc1c(Cl)cccc1Cl | 1 | -11 | 11 | -9 | 3 | 1 | -16 | -8 | 14 | -13 | 4
CC(Oc1ccc(Cl)cc1)C(=O)Nc1ccccc1C(=O)N1CCOCC1 (stereo not drawn) | -3 | 7 | -7 | -17 | 10 | 2 | 12 | -2 | 12 | 12 | -1
CCC1CCCCN1CCCNC(=O)c1ccc2c(=O)n(CCOC)c(=O)[nH]c2c1 (stereo not drawn) | -17 | 7 | 15 | 3 | -4 | 13 | -23 | -1 | -1 | 1 | 8
CCOC(=O)c1[nH]c(C)c(C(=O)Nc2ccc(F)cc2)c1C | -9 | -27 | 9 | 4 | -4 | 8 | -21 | -15 | -8 | 2 | 7
O=C(CSc1nnnn1-c1ccccc1)Nc1ccc(N2CCOCC2)c(Cl)c1 | -24 | 10 | -7 | 9 | -6 | -22 | 3 | -4 | -5 | -19 | 18
COc1ccc(/C=C2\COc3ccccc3C2=O)cc1OC | -13 | -12 | 54* | 8 | 2 | 12 | -10 | -14 | 12 | 2 | -2
CN1C(=O)[C@H]2[C@@H](/C=C/c3ccccc3)N3C(=O)CN(CCO)C(=O)[C@@]3(C)[C@H]2C1=O | -8 | 3 | 5 | -13 | 9 | -6 | 9 | -2 | 2 | -2 | -5
CC(C)(C)c1ccc(/C=C/C(=O)Nc2nncs2)cc1 | -42 | -78 | -6 | 31 | -9 | -7 | -48 | -88 | -71 | -45 | 24
C=CCc1cccc(/C=N/NC(=O)CCCNc2ccc(C)cc2)c1O | -7 | 6 | -13 | 13 | -6 | 0 | -28 | -2 | -3 | 13 | -1
Cc1nn(-c2ccccc2)c2c1C(c1cccs1)C(C#N)=C(N)O2 (stereo not drawn) | / | 19 | -1 | -7 | 0 | -7 | / | 5 | -12 | -1 | -19
CCCCOC(=O)C1=C(C)Nc2ncnn2C1c1ccc(OC)c(OC)c1 (stereo not drawn) | -19 | -8 | -9 | -15 | -3 | 10 | 12 | -17 | 7 | 6 | 0
O=C(c1ccccc1F)N1CCN=C1c1ccccc1 | 5 | -12 | 1 | -8 | 4 | 8 | -6 | 9 | -6 | -3 | -2
O=C(COc1ccc(F)cc1)NCC1(N2CCCCC2)CCCCC1 | -10 | 6 | -2 | -12 | 14 | -39 | 9 | 6 | 11 | -6 | -10
O=C(NC1CCCC1)c1ccc(CNc2c(N3CCOCC3)c(=O)c2=O)cc1 | 9 | 2 | -15 | -2 | 0 | -14 | 1 | -6 | 8 | 5 | 7
O=C(NC1CCCC1)C(c1ccc(N2CCOCC2)cc1)N(Cc1ccccc1)C(=O)c1ccco1 (stereo not drawn) | -1 | 11 | -11 | -13 | 5 | -5 | 10 | -10 | 5 | 3 | -15
Cc1ccc(C(C)C)c(OCC(=O)OCC(=O)c2c(N)n(C)c(=O)n(C)c2=O)c1 | 7 | 10 | 7 | -14 | 14 | 4 | -13 | -11 | -2 | 0 | -8
CC(=O)Nc1ccc(C(=O)N2CCN(S(=O)(=O)c3ccc4c(c3)OCCCO4)CC2)cc1 | -9 | -20 | -19 | 6 | 1 | 1 | -5 | 5 | -12 | -1 | 10
CC1CN(C)C(C)C/C1=N\Oc1ccc([N+](=O)[O-])cc1 (stereo not drawn) | 21 | -13 | -1 | 10 | -4 | 3 | 1 | 3 | 10 | -2 | -25
CCOC(=O)c1[nH]ncc1CN1CCCC(C(=O)c2cccc3ccccc23)C1 (stereo not drawn) | 5 | 22 | 3 | 7 | 4 | -11 | 14 | 14 | 3 | 3 | 5
O=C(Nc1ccc(N2CCCCC2)cc1)c1ccc2c(c1)OCCO2 | 10 | -151 | 35 | 36 | -9 | -4 | -20 | -53 | -59 | -9 | 23
O=[N+]([O-])c1cc2c(cc1C=Nc1ccccc1)OCO2 | / | -8 | -19 | -6 | 4 | -7 | / | 6 | -13 | -11 | -38
Cc1cc(NC(=O)C(C)SCC(=O)Nc2cc(Cl)ccc2N2CCN(C)CC2)no1 (stereo not drawn) | -1 | -1 | 9 | -7 | 5 | 12 | 14 | -1 | 4 | 4 | -3
Cc1[nH]nc2c1C(c1ccc3c(c1)OCO3)C(C#N)=C(N)O2 (stereo not drawn) | 3 | 13 | 5 | -36 | -5 | -5 | -7 | 4 | 20 | 9 | -8
Cc1ccccc1OCC(O)Cn1nnc2ccccc21 (stereo not drawn) | -24 | -125 | -30 | 6 | -6 | 3 | -34 | -116 | -65 | -26 | -44
O=C(Nc1nnc(-c2ccco2)o1)c1ccc(S(=O)(=O)N2CCCC2)cc1 | -2 | 12 | -4 | 4 | -10 | 12 | -45 | -8 | 19 | -11 | -27
CCN(CC)C(=O)CSc1nnc([C@@H](NC(=O)OC(C)(C)C)C(C)C)o1 | -2 | 6 | 22 | 6 | -4 | 8 | -18 | -13 | 17 | 0 | -12
COc1ccc2oc(=O)c(C(=O)N3CCN(c4ccccc4F)CC3)cc2c1 | 6 | 22 | 3 | -3 | -17 | 12 | -15 | -77 | -11 | 1 | -10
Cc1cn(CC(=O)NCC2CCCO2)c(=O)[nH]c1=O (stereo not drawn) | 11 | 7 | 13 | 5 | 2 | 3 | -2 | 12 | -5 | 5 | -5
